Compound activity: PubChem, several laboratories
MsrA inhibitor – inhibitors of bovine MsrA. AID 651718. purified bovine MsrA, absorbance read-out. hit rate 0.75% among 360,000. inhibition, % at 15.5 µM; in the data active means inhibition above about 4.5%;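 further: 0% = vehicle wells with enzyme and 100% = reference inhibitor wells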
Rin1-Abl PPI inh – blocks binding of human Rin1 to Abl. P00519+Q13671. hit rate 0.4% among 360,000. TR-FRET Rin1/Abl binding, biochemical. inhibition, % at 7.35 µM; in the data active means inhibition above about 5%, passing the limit was not always enough
bovine MsrA act – bovine methionine sulfoxide reductase A activation | hit rate 0.3% among 360,000 | activation, % at 10.6 µM | AID 602163 | purified bovine MsrA, absorbance read-out; in the data active means activation above about 7.5%;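 further: 0% = vehicle and 100% = reference activator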
SKN-1 inh – blocks SKN-1 activity in C. elegans | C. elegans VP596 Pgst-4::GFP/RFP ratio, acrylamide-induced, 24 h | inhibition, % at 21.8 µM | hit rate 0.49% among 360,000 | AID 624304;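 active means interference check ratio from 0.5 to 1.5 plus GFP to RFP signal ratio inhibition reaching or exceeding a fixed threshold, cut at about 30% in these data, passing the limit was not always enough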; further: some compounds called inactive have numbers as strong as hits
Neddylation inh – cullin neddylation inhibition; P61081+Q13564; TR-FRET cullin neddylation, biochemical; hit rate 0.58% among 360,000; calls only at 25 µM; in the data active means inhibition above about 36%
MT1-MMP act inh – inhibitors of human MT1-MMP activation. P50281. HT1080 RFP-PRO-GFP cells, GFP/RFP ratio fluorescence, overnight; percent of plate control window, DMSO zero. GFP/RFP ratio change, % at 20 µM. hit rate 0.061% among 360,000. AID 651647;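 active means GFP/RFP ratio change of at least 30% with cell ATP level not reduced by more than half and red fluorescence within 50% of control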; further: strong numbers were not always called active
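Assay system: HT1080 RFP-PRO-GFP cells. Benchmarks: DMSO vehicle wells and RFP-L50D-GFP reporter cell wells. Times: overnight cell settling, then overnight compound exposure, 37 °C, 5% CO2. Compound: 20 µM single dose, 1% DMSO. Read-out basis: GFP/RFP fluorescence ratio.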
CendR NRP1 mod – alters CendR peptide binding to human NRP-1; O14786; FAM-RPARPAR peptide binding to NRP-1, fluorescence polarization; inhibition, % at 25 µM; hit rate 0.85% among 360,000;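 active means inhibition or corrected inhibition above about 18%, plus a signal ratio from 0.5 to 1.5, limit read from the data, passing the limit was not always enough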; further: strong numbers were not always called active
Target sequence (O14786 whole entry, looked up): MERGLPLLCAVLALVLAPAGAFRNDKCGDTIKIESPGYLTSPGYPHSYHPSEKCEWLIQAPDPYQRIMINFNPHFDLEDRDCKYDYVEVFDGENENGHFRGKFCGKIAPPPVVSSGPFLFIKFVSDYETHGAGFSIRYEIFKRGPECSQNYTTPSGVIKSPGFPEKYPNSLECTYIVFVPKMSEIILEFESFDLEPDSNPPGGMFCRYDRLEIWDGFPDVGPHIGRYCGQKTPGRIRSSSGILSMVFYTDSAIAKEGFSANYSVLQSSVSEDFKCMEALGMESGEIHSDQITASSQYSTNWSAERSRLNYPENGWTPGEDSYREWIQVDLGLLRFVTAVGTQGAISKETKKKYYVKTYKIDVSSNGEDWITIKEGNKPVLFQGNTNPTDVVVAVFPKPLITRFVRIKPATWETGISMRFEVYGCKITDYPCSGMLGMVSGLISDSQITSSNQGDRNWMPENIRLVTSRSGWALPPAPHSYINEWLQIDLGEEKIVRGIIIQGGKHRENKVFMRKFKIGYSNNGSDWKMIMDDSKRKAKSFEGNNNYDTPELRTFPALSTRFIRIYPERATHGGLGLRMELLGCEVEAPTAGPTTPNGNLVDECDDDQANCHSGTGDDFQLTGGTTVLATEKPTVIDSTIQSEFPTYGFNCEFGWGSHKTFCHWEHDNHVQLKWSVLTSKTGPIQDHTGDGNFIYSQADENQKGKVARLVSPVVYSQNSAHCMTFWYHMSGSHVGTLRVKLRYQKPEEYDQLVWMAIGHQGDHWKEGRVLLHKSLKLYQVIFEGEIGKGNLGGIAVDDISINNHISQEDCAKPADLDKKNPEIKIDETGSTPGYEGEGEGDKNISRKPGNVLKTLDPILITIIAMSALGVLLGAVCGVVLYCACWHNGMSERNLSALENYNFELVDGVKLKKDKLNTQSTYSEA
FAS TE block – blocks the thioesterase domain of human fatty acid synthase. recombinant FAS-TE, OMFH fluorogenic substrate, fluorescence endpoint. hit rate 0.67% among 360,000. inhibition, % at 15 µM;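 active means compounds whose normalised, plate-corrected inhibition of enzyme fluorescence in the single-dose primary screen is 50% or more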;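 further: 0% = DMSO with enzyme and 100% = substrate without enzyme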
E coli Lon inh – E. coli protease La inhibition | P0A9M0 | purified E. coli Lon protease, fluorescence polarization | inhibition, % at 7.94 µM | hit rate 0.42% among 360,000; in the data active means inhibition above about 13%, passing the limit was not always enough;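 further: 0% = enzyme with probe and DMSO and 100% = no enzyme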
* marks the source's active call; other numbers are inactive results; i = inactive; · = not tested or not shown; + = active, no number.

SMILES	MsrA inhibitor	Rin1-Abl PPI inh	bovine MsrA act	SKN-1 inh	Neddylation inh	MT1-MMP act inh	CendR NRP1 mod	FAS TE block	E coli Lon inh
COc1ccccc1N1CCN(c2ccc(N3C(=O)CCC3=O)cc2[N+](=O)[O-])CC1	0.2	-4	1	-6	i	6	-10	-3	4
CCOC(=O)c1cc(C(C)=O)n2ccccc12	2.8	-10	-2	16	i	9	-4	-6	-7
Cc1ccc(C(=O)CN(Cc2ccccc2)C2=NCCS2)cc1	0.5	-1	-5	0	i	0	-5	6	-1
COCCn1c(C)cc(C(=O)COC(=O)c2ccc(Cl)c(S(N)(=O)=O)c2)c1C	-0.3	-1	-1	8	i	-2	3	-1	-5
CCOC(=O)C1CCN(C2CC(=O)N(c3ccc(OCC)cc3)C2=O)CC1 (configuration not stated)	-1.4	-3	7	5	i	-2	13	-10	4
Cn1c(SCc2cccc([N+](=O)[O-])c2)nc2c(c1=O)SCC2	1.5	-2	-3	-1	i	-10	8	50	7
CC(Sc1ncccn1)C(=O)N1CCc2ccccc21 (configuration not stated)	-1.2	1	-1	-10	i	4	8	-4	-6
O=Cc1cn(Cc2ccccc2)nc1-c1cccnc1	-0.2	-5	-2	5	i	-4	11	-4	12
COCC1CCN(C(=O)C2CCC(=O)N(CC3CCCCC3)C2)CC1 (configuration not stated)	-0.2	0	-3	11	i	0	5	-9	-5
NNC(=O)c1cccc(COc2ccccc2Br)c1	-0.4	-1	-5	3	i	1	6	-7	0
Cc1onc(-c2ccccc2)c1C(=O)Nc1nc2c(s1)CCCC2	1.3	-2	-2	-5	i	-7	6	19	4
O=S(=O)(NCC(c1ccco1)N1CCN(c2ccc(F)cc2)CC1)c1ccc(F)cc1 (configuration not stated)	-0.5	-2	0	7	i	-1	2	27	2
O=C(NC1(O)C(=O)c2ccccc2C1=O)c1ccc(C(F)(F)F)cc1	0.6	18*	1	-8	i	2	13	7	0
Cc1ccc(SCc2cn3cccnc3n2)cc1	0.2	-2	-2	-6	i	1	2	-5	-5
CC(=O)Oc1ccc2c(=O)c(Oc3ccccc3[N+](=O)[O-])coc2c1	2.7	-6	-6	-16	i	1	2	-7	-23
COC(=O)c1c(C)noc1-c1ccc(Cl)cc1	-1.0	0	-4	5	i	-4	6	2	0
O=C(COC(=O)C12CC3CC(CC(C3)C1)C2)Nc1nccs1	-1.3	0	-4	7	i	1	-48	-3	6
CCOc1ccc(Nc2ccc(S(=O)(=O)N3CCN(C)CC3)cc2[N+](=O)[O-])cc1OCC	-0.4	-6	-1	-3	i	7	6	14	0
C=CCSc1nnc(-c2cc(Br)ccc2N)c(=O)[nH]1	1.2	-2	-12	0	i	4	-11	-7	-9
O=C(NCCCN1CCOCC1)c1ccc(CS(=O)(=O)c2cccc(C(F)(F)F)c2)o1	-0.7	-4	-1	16	i	6	10	-5	-4

Entries listed so far containing a furan ring, fused or not (2):
SMILES	MsrA inhibitor	Rin1-Abl PPI inh	bovine MsrA act	SKN-1 inh	Neddylation inh	MT1-MMP act inh	CendR NRP1 mod	FAS TE block	E coli Lon inh
O=S(=O)(NCC(c1ccco1)N1CCN(c2ccc(F)cc2)CC1)c1ccc(F)cc1 (configuration not stated)	-0.5	-2	0	7	i	-1	2	27	2
O=C(NCCCN1CCOCC1)c1ccc(CS(=O)(=O)c2cccc(C(F)(F)F)c2)o1	-0.7	-4	-1	16	i	6	10	-5	-4

Remaining list, next part
SMILES	MsrA inhibitor	Rin1-Abl PPI inh	bovine MsrA act	SKN-1 inh	Neddylation inh	MT1-MMP act inh	CendR NRP1 mod	FAS TE block	E coli Lon inh
Cn1nc(C(=O)NCc2ccco2)c2ccccc2c1=O	-1.1	1	-12	-12	i	-5	5	-8	0
Cc1cccc(OCC(=O)N2CCOCC2)c1	1.6	1	-7	2	i	3	2	-6	-1
COc1cccc(C(=O)Nc2c3c(nn2-c2ccc([N+](=O)[O-])cc2)CS(=O)(=O)C3)c1	2.0	5	-3	5	i	-4	6	26	-3
CSc1cccc(NC(=O)CCNC(=O)c2ccco2)c1	0.2	2	-5	-5	i	-1	-21	-5	-3
Cc1csc(NC(=O)CCn2c(=O)oc3ccccc32)n1	0.6	0	-2	-1	i	-1	6	-4	-7
CCC1(c2ccccc2)NC(=O)N(CC(=O)N(C)Cc2ccccc2)C1=O (configuration not stated)	0.3	1	-3	4	i	-1	7	-3	-5
COc1ccccc1C(=O)Nc1ccnn1C1CCN(Cc2cnn(C)c2)CC1	-0.4	-4	-8	-9	i	-3	4	-4	11
OC1=C(O)c2nc3cc(F)ccc3nc21	0.4	0	-5	-6	i	-2	-2	-7	-4
Cc1ccc(CNC(=O)C(Cc2ccccc2)NS(=O)(=O)c2ccc3c(c2)CCC(=O)N3)cc1 (configuration not stated)	-0.7	-1	-2	13	i	1	-6	6	-1
COc1ccc(CNc2ncc(-c3ccccc3)n2C)cc1	0.6	2	-5	-4	i	-1	0	-5	11
O=C(CNC(=O)C12CC3CC(CC(C3)C1)C2)N/N=C\c1ccco1	1.8	-2	1	18	i	3	-1	-3	4
CC(CN1CCN(CC(C)C(=O)c2ccccc2)CC1)C(=O)c1ccccc1 (configuration not stated)	-0.7	-1	-3	17	i	-4	13	4	2
C/C(=N\NC(=O)c1ccc(N2CCCC2=O)cc1)c1ccc(O)cc1O	2.8	1	-9	-5	+	9	9	-3	1
Cc1ccccc1C(=O)NC(CC(C)C)C(=O)N1CCN(c2ccccc2)CC1 (configuration not stated)	2.6	2	-2	0	i	-1	2	-6	0
Cc1ccc(C(C(=O)NC2CCCC2)N(C(=O)c2csnn2)C2CC2)cc1 (configuration not stated)	-0.3	-1	-6	-2	i	-1	4	-8	8
Cc1ccccc1OC(C)c1nc(-c2ccccc2)no1 (configuration not stated)	0.4	0	2	15	i	3	6	18	3
Cc1cccc(Nc2nc(N)c([N+](=O)[O-])c(NCc3ccco3)n2)c1	2.8	-2	-5	14	i	-8	7	32	6
CCOc1cccc2cc(C(=O)NCCC3=CCCCC3)c(=O)oc12	1.1	2	1	-7	i	-1	-16	87*	-3
CC(=O)c1cc(C#N)c(SCc2ccccc2C#N)nc1C	-0.2	-2	3	-14	i	-1	-10	45	3
CC(C)CCNC(=O)C1CCN(Cc2cccc(OCc3ccccc3)c2)CC1	-0.6	-2	-1	8	i	2	10	0	-4
CCCC(=O)c1ccc(N2CCN(C(=O)c3ccccc3Br)CC2)c(F)c1	0.3	3	-2	-20	i	-1	2	15	-11
Cn1c(SCC(=O)Nc2nccs2)nnc1C1CC1	0.4	-1	1	5	i	-3	10	-1	6
O=C(c1cc2ncc(Br)cn2n1)N1CCN(C(=O)c2ccco2)CC1	·	-1	-2	2	i	3	-6	-6	0
COC(=O)c1nn(-c2c(C)n(C)n(-c3ccccc3)c2=O)cc1O	0.2	3	3	8	i	8	-3	-8	-3
CC(C)Nc1nc(NC(C)C)nc(C(=O)OCCO)n1	0.2	2	-13	-1	i	-2	-4	-7	-11
CN(CC(=O)Nc1ccccc1C(F)(F)F)C(=O)C1CCN(C(=O)c2ccc(Cl)cc2)CC1	-0.1	0	-2	9	i	1	-4	-5	-3
COc1cc2c(cc1C1NC(=S)NC(C)=C1C(N)=O)CCCC2 (configuration not stated)	0.1	0	-3	6	i	6	-14	2	0
CC(=O)NCCOc1cccc2cccnc12	0.7	-3	0	14	i	-3	-6	-6	15
CCn1c(CNS(=O)(=O)c2ccc(Br)cc2)nnc1SC	1.2	3	-6	-26	i	1	5	-7	6
Cc1cc(C(=O)CN2C(=O)C(=O)N(CC(C)C)C2=O)c(C)n1-c1ccccc1F	-0.6	0	-4	-2	i	3	-3	20	-3
OCCCCNCc1cc(Br)ccc1OCc1ccccc1F	-1.1	1	-3	-4	i	-1	-5	-4	-3
Nc1c(C=C2C=CC(=O)C=C2)c(=O)nc2sc(CC(=O)N3CCCC3)nn12	4.7*	-4	-2	20	i	3	-6	-6	-5
COc1ccc(NC(=O)CNS(=O)(=O)c2cccc3nonc23)c(OC)c1	1.3	-2	-3	24	i	0	6	6	6
CCn1c(=O)c2c(nc(SCc3ccccn3)n2C)n(C)c1=O	0.1	-1	-11	-5	i	7	14	-5	-8
COc1ccc(C)cc1S(=O)(=O)NCC(c1ccc2c(c1)OCO2)N1CCOCC1 (configuration not stated)	-1.2	1	-1	11	i	-3	3	-2	-6
Nc1nnc(/C=C/c2ccccc2Cl)s1	3.0	-1	-3	13	i	-8	-15	-5	-21
O=C(CCNC(=O)N1CC(=O)Nc2ccccc21)Nc1ccc(F)c(Cl)c1	0.8	0	-2	-11	i	3	18	9	1
CC(=O)N1N=C(c2ccc(Br)cc2)CC1c1cccc([N+](=O)[O-])c1 (configuration not stated)	-0.7	2	-3	13	i	4	3	62*	2
O=C(CN1CCCCCC1)Nc1ccc(Br)cc1Br	-0.7	1	-2	-2	i	-5	-2	16	1
CCC(=O)Nc1c(-c2ccc(C)cc2)nc2ccc(C)cn12	0.8	0	-7	-13	+	3	6	-8	-8

With a hit mark in MsrA inhibitor, of those listed so far:
| SMILES | MsrA inhibitor | Rin1-Abl PPI inh | bovine MsrA act | SKN-1 inh | Neddylation inh | MT1-MMP act inh | CendR NRP1 mod | E coli Lon inh |
| --- | --- | --- | --- | --- | --- | --- | --- | --- |
| Nc1c(C=C2C=CC(=O)C=C2)c(=O)nc2sc(CC(=O)N3CCCC3)nn12 | 4.7* | -4 | -2 | 20 | i | 3 | -6 | -5 |

Next records.
SMILES	MsrA inhibitor	Rin1-Abl PPI inh	bovine MsrA act	SKN-1 inh	Neddylation inh	MT1-MMP act inh	CendR NRP1 mod	FAS TE block	E coli Lon inh
COC(=O)C(Cc1ccccc1)NC(=O)CCc1c[nH]c2ccccc12 (configuration not stated)	0.9	-1	0	9	i	4	-5	-2	-6
Cc1sc2c(c1C)CN(C(C)(C)C)CN2C(=O)c1ccccc1	1.2	-2	4	-1	i	-4	-11	-1	-20
N#CCc1ccc(C(=O)c2ccccc2)s1	-0.9	-2	-8	-5	i	0	-11	0	-5
O=C(Nc1ccccc1)c1ccc(C(=O)Nc2ccccc2)nc1	0.1	0	-5	7	·	2	-5	1	3
Cc1ccccc1NC(=O)Cn1c([N+](=O)[O-])cnc1C	-0.4	-1	-1	12	i	4	-3	-4	-4
CCN(Cc1ccccc1)C(=O)c1cc2c(=O)oc3ccc(C)cc3c2s1	2.0	-3	-4	19	i	3	-2	27	-5
Cc1ccc(CNC(=O)CN(C)S(=O)(=O)c2ccc3c(c2)n(C)c(=O)c(=O)n3C)cc1	·	2	-4	-21	i	-2	-5	0	1
COc1ccc(OC2C(=O)N(Cc3ccc(F)cc3)C2c2ccc(OC)c(OC)c2)cc1 (configuration not stated)	-0.1	6	-3	6	i	1	1	12	-6
CCOC(=O)c1cnn(-c2ccc(NS(=O)(=O)c3ccc(Cl)cc3)cc2)c1C(F)(F)F	0.7	-2	2	13	i	-1	8	20	8
C=CCOc1ccc(/C=C/C(=O)OCC(=O)N2CCC(c3ccccc3)=N2)cc1	0.4	-1	-4	-7	i	8	-8	24	-9
COc1ccc(N2CCN(c3nc4ccccn4c(=O)c3C=O)CC2)cc1	1.4	-3	-11	7	i	-1	-12	-5	3
O=C(NC1=NCCS1)c1ccccc1Br	-0.1	1	-1	-5	i	-2	-4	-2	-13
CN(C(=O)COC(=O)C1CCN(S(=O)(=O)c2ccc3c(c2)OCCO3)CC1)C1CCS(=O)(=O)C1 (configuration not stated)	0.0	-2	-1	13	i	2	4	-4	-4
COc1ccc(S(=O)(=O)NCCCn2ccnc2)cc1C(C)(C)C	-1.3	-1	-10	3	i	1	-2	-4	-2
O=C(NNC(=O)c1ccc2ccccc2c1O)c1ccccc1Cl	2.6	-3	-6	12	i	4	-4	3	1
CCOC(=O)Cn1c(=NC(=O)C(C)C)sc2c(C)cc(C)cc21	1.3	2	-1	-11	i	0	-11	22	-2
CC1CCCC/C1=N/Nc1ccc([N+](=O)[O-])cc1[N+](=O)[O-] (configuration not stated)	1.2	-3	-8	-1	i	4	11	13	0
Cc1nc2c(OCc3ccc(C(F)(F)F)cc3)cccn2c1N(C)CC1CC1	-0.1	1	-1	4	i	7	10	44	-1
